mIAP activ: increases mouse intestinal alkaline phosphatase activity; muIAP, CDP-Star luminescence, 30 min; active compounds read high; 1 = vehicle-only enzyme signal, 0 = enzyme-free wells; activation factor at 10 µM; actives 0.24% (n = 330,000);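 active means activation factor of at least 2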; further: the source names both 10 and 20 µM as test concentration; values of inactives mirror those of a sister screen read the other way
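System: Mouse IAP enzyme | Also added: CDP-Star substrate | Dosing: Compounds dispensed in DMSO | Schedule: 30 min enzyme-substrate-compound incubation at room temperature | Technique: Chemiluminescence readout | Control set: DMSO-only wells and no-enzyme negative control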
HKDC1 inh: inhibitors of human hexokinase HKDC1 | Q2TB90 | recombinant HKDC1, G6PDH/diaphorase resazurin coupled fluorescence | inhibition, % at 20 µM | actives 0.16% (n = 340,000);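 active means inhibition above about 35% when tested at 20 µM, limit read from the data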;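 further: plate controls were DMSO wells with enzyme for no effect and DMSO wells lacking enzyme for full effect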
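Test system: Recombinant HKDC1 (HK5) hexokinase enzyme, produced in-house | Input: HKDC1 at 5 µg/mL | Buffer or medium: Tris pH 8.0 buffer with MgCl2, Tween-20, BSA, BME | Schedule: 90 min reaction incubation at room temperature, dark | Technique: Resazurin-to-resorufin fluorescence via G6PDH and diaphorase coupling, 525/613 nm | Controls: DMSO wells with and without enzyme mix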
hIAP activ: increases human intestinal alkaline phosphatase activity. purified human IAP, CDP-Star luminescence, 30 min; active compounds read high; 1 = vehicle-only enzyme, 0 = enzyme-free background. P09923. activation factor at 10 µM. AID 2524. actives 0.16% (n = 330,000);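 active means activation factor of the enzyme at least 2-fold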; further: the source names both 10 and 20 µM as test concentration; values of inactives mirror those of a sister screen read the other way
PfGluPho inh: PfG6PD (Plasmodium falciparum) enzyme inhibition | actives 0.78% (n = 350,000) | PfGluPho enzyme, NADPH resazurin-diaphorase fluorescence | inhibition, % at 20 µM | AID 504690;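 active means inhibition reaching at least a set limit at 20 µM in the primary screen, cut at about 59% in these data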;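 further: 0% = DMSO wells with substrate and 100% = DMSO wells lacking glucose-6-phosphate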
mIAP block: mouse IAP inhibition; purified mouse IAP, CDP-Star luminescence, 30 min; inhibition, % at 10 µM; actives 0.2% (n = 330,000);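 active means inhibition of at least 40% at 10 µM in the primary screen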;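 further: plate controls were DMSO with enzyme for no effect and no enzyme wells for full effect; values of inactives mirror those of a sister screen read the other way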
ATG4B inh: ATG4B (human) cysteine protease inhibition. Q9Y4P1. ATG4B cleavage of LC3-PLA2, NBD-HPC fluorescence, 1 h. inhibition, % at 8.33 µM. actives 0.51% (n = 340,000). AID 504462; in the data active means inhibition above about 40%
Target sequence (Q9Y4P1 whole entry, looked up): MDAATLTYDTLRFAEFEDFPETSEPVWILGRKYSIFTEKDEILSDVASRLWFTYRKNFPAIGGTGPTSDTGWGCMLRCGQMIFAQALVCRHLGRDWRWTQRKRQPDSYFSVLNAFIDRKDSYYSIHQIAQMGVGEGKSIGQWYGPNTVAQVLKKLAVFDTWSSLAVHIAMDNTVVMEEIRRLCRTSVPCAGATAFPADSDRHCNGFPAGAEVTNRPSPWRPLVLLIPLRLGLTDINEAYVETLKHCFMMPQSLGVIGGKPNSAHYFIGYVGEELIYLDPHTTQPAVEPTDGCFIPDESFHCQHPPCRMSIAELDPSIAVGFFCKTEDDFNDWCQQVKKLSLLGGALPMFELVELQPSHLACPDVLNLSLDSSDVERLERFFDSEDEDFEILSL
APOBEC3A inh: blocks human APOBEC3A ssDNA deamination. recombinant A3A, FAM/TAMRA ssDNA deamination fluorescence. inhibition, % at 20 µM. actives 0.41% (n = 330,000);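 active means at least 40% inhibition at 20 µM here, with at most 30% in a related deaminase screen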;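 further: plate controls were A3A with DMSO for no effect and wells lacking A3A enzyme for full effect; some results filed as inactive read as strong as hits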
Target sequence (P31941 whole entry, looked up): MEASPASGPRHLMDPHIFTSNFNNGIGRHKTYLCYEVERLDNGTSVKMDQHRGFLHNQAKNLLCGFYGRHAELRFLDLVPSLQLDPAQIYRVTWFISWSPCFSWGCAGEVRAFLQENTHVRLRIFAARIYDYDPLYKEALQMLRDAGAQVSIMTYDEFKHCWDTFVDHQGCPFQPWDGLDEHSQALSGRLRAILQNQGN
hIAP block: blocks human intestinal alkaline phosphatase; actives 0.12% (n = 330,000); purified IAP, CDP-Star luminescence, 30 min; inhibition, % at 10 µM;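 active means inhibition reaching a set limit with compound at 10 µM in the primary screen, cut at about 35% in these data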;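 further: plate controls were DMSO wells with enzyme for no effect and no-enzyme buffer wells for full effect; values of inactives mirror those of a sister screen read the other way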
* = called active by the depositor; · = not tested or not shown.

1) CCCCn1c(N)c(N(CCOC)C(=O)c2cnc(C)cn2)c(=O)[nH]c1=O
2) CCOC(=O)C1=CN(Cc2ccco2)S(=O)(=O)NC1c1ccc(F)c(Cl)c1 (configuration not stated)
3) O=C(CN1C(=O)C2C3C=CC(C3)C2C1=O)Nc1nc(-c2ccccn2)cs1 (configuration not stated)
4) Cc1cc(NC(=O)CCC(=O)N(c2cccnc2)C(C(=O)NC2CCCC2)c2ccccc2F)no1 (configuration not stated)
5) O=C1c2ccccc2C(O)(Cc2ccccc2)N1CCCN1CCOCC1 (configuration not stated)
6) COc1ccc(S(=O)(=O)NCCc2cn3cccc(C)c3n2)cc1OC
7) Cc1noc(C)c1S(=O)(=O)N(CC(=O)Nc1ccc2c(c1)OCO2)c1ccc(C(C)C)cc1
8) Nc1c(Cl)c(Cl)nc(C(=O)OCC(=O)NC2CCCCC2)c1Cl
screen / no.	1	2	3	4	5	6	7	8
mIAP activ	0.94	0.96	0.91	0.97	1	1	1.7	0.91
HKDC1 inh	-1	2	4	-4	-3	-6	2	-1
hIAP activ	1.1	·	1.1	0.99	1	0.96	1.3	0.96
PfGluPho inh	1	28	-8	12	-1	14	18	2
mIAP block	6	4	9	3	-2	0	-68	9
ATG4B inh	2	-1	-18	-14	-11	-4	0	-4
APOBEC3A inh	23	-3	1	-4	-1	0	-3	0
hIAP block	-13	·	-10	0	-1	4	-25	4

One compound at a time, as listed above.
Shown for Nc1c(Cl)c(Cl)nc(C(=O)OCC(=O)NC2CCCCC2)c1Cl → mIAP activ: 0.91; HKDC1 inh: -1; hIAP activ: 0.96; PfGluPho inh: 2; mIAP block: 9; ATG4B inh: -4; APOBEC3A inh: 0; hIAP block: 4
Shown for CCOC(=O)C1=CN(Cc2ccco2)S(=O)(=O)NC1c1ccc(F)c(Cl)c1 (configuration not stated) → mIAP activ: 0.96; HKDC1 inh: 2; hIAP activ: ·; PfGluPho inh: 28; mIAP block: 4; ATG4B inh: -1; APOBEC3A inh: -3; hIAP block: ·

The results go on.
9) COC(=O)[C@H](C)NC(=O)Nc1ccccc1F
10) CCOc1cc(/C=C2\SC(N3CCCCC3)=NC2=O)ccc1O
11) COc1ccccc1NCCC#N
12) COc1cc2c(C#CCCCO)c(-c3ccc(C#N)cc3)oc(=O)c2cc1OC
13) CCC(Oc1ccc(Cl)cc1)C(=O)N1CC(=O)Nc2ccccc21 (configuration not stated)
14) COc1ccc(NC(=O)CCNS(=O)(=O)c2ccc(Br)s2)cc1
15) Cc1nc2ccccc2c(=O)n1/N=C/c1c(O)ccc2oc3c(c12)CCCC3
16) COc1cc(/C=C2/C(=O)NN(c3cccc(F)c3)C2=O)ccc1OC(=O)c1ccco1
screen / no.	9	10	11	12	13	14	15	16
mIAP activ	0.93	0.9	0.89	0.94	1.1	1.1	0.87	0.89
HKDC1 inh	-9	10	-2	13	-10	-6	2	23
hIAP activ	0.91	0.79	0.84	1.1	1	0.92	0.95	0.84
PfGluPho inh	0	0	4	11	-2	-16	5	-12
mIAP block	7	10	11	6	-5	-7	13	11
ATG4B inh	0	-6	6	-15	0	-9	0	-3
APOBEC3A inh	-2	-2	0	1	-4	-3	-1	2
hIAP block	9	22	16	-8	-4	8	5	16

17) Cc1ccc(Nc2nnc(C)c3ccccc23)c(C)c1
18) CC1(C)CC(=O)C2=C(C1)OC(N)=C(C#N)C21CCN(C(=O)OCc2ccccc2)CC1
19) O=C(NC(Cc1ccccc1)C(=O)N1CCCCCC1)c1ccccc1 (configuration not stated)
20) CN(C)c1nc(N(C)C)nc(N2CC(CCl)OC2=N)n1 (configuration not stated)
21) CCN(CC(=O)Nc1c(F)cccc1F)C(=O)C1CC(=O)N(c2ccc3c(c2)OCCO3)C1 (configuration not stated)
22) COC(=O)c1c(F)c(F)c(NCCO)c(F)c1F
23) CCc1cccc2c(=O)c(C(=O)N3CCCCCC3)c[nH]c12
24) Cn1c(=O)c2c(nc(N3CCNCC3)n2Cc2cccc3ccccc23)n(C)c1=O
screen / no.	17	18	19	20	21	22	23	24
mIAP activ	0.93	1.1	0.99	1.1	0.98	0.95	1	1
HKDC1 inh	-1	4	-5	-8	-3	-9	-4	2
hIAP activ	0.89	1.1	0.75	1.2	0.89	0.95	0.79	1
PfGluPho inh	-3	-3	-1	-6	11	-1	-21	8
mIAP block	7	-12	1	-6	2	5	-2	-4
ATG4B inh	-6	5	3	-5	2	-7	-6	-11
APOBEC3A inh	3	-1	5	-5	-4	0	-3	-3
hIAP block	11	-5	25	-15	11	5	21	-3

25) C=CCNC(=O)N1CCC(c2nc3ccccc3s2)CC1
26) COc1ccc2[nH]c(C)c(C(=O)CN3CCc4cc(OC)c(OC)cc4C3)c2c1
27) CCc1ncc(/C=C2\C(=O)Nc3ccccc32)[nH]1
28) CN(c1ccccc1)S(=O)(=O)c1cccc(C(=O)Nc2ccc3c(c2)CCC3)c1
29) CCN(CC)C(=O)C1CCN(S(=O)(=O)c2ccc3oc4ccccc4c3c2)CC1
30) O=C(O)Cc1csc(-c2ccc(F)cc2)n1
31) O=C(NCC1CCCO1)c1ccc2c(c1)ncn2-c1cccc(F)c1 (configuration not stated)
32) CCN(CC)c1ccc(/C=C2\C(=N)N3N=C(CC(=O)N4CCOCC4)SC3=NC2=O)cc1
screen / no.	25	26	27	28	29	30	31	32
mIAP activ	1	1	1	0.83	1.1	1	0.94	0.86
HKDC1 inh	0	-1	7	3	-4	-6	0	10
hIAP activ	1	0.88	0.99	0.98	0.93	1.1	1.2	1.2
PfGluPho inh	21	1	3	7	-3	-7	4	-41
mIAP block	-1	0	-1	17	-6	-4	6	14
ATG4B inh	-1	-6	-10	-3	21	7	-3	4
APOBEC3A inh	1	1	-4	3	-4	4	-5	-6
hIAP block	-4	12	1	2	7	-8	-16	-16

33) Cc1c(C)n(C(=O)CN2CCN(c3ccccc3)CC2)c2ccccc12
34) O=C(Cc1ccccn1)c1ccc(O)cc1O
35) O=C1N[C@@H](Cc2ccccc2)C(=O)N2[C@H]3Nc4ccccc4[C@@]3([C@]34C[C@H]5C(=O)N[C@@H](Cc6ccccc6)C(=O)N5[C@H]3Nc3ccccc34)C[C@@H]12
36) COc1ccc2sc(-c3ccccc3OC)c(C#CC(C)(C)O)c2c1
37) COc1ccc(C(CC(=O)Nc2ccc(C)cc2)NC(=O)C(F)(F)F)cc1 (configuration not stated)
38) CCOc1ccc(NS(=O)(=O)c2ccc(OCC(=O)N3CCCC3)cc2)cc1
39) Cc1cc(NC(=O)COc2cccc3cccnc23)no1
40) O=C1CCCC2=C1C(c1ccc(O)c(O)c1)Nc1ccc3ncccc3c12 (configuration not stated)
screen / no.	33	34	35	36	37	38	39	40
mIAP activ	0.99	0.99	1.1	0.99	0.97	0.91	1	0.72
HKDC1 inh	0	-5	3	4	-7	-8	·	7
hIAP activ	0.98	1.1	0.86	0.81	1.2	0.96	1.2	1.1
PfGluPho inh	-3	6	6	12	7	-21	·	49
mIAP block	1	1	-5	1	3	9	-2	28
ATG4B inh	-10	-3	-10	-17	-7	2	·	6
APOBEC3A inh	1	-6	-2	-2	-1	-1	13	12
hIAP block	2	-12	14	20	-23	4	-18	-8

41) COc1ccccc1/C=C/C=N/Nc1cccc(C(=O)O)c1
42) CCOc1ccccc1Oc1coc2cc(OC)ccc2c1=O
43) O=C(Cc1ccc(S(=O)(=O)N2CCOCC2)s1)Nc1ccc(N2CCOCC2)cc1
44) COc1ccc(NC(=O)CSc2nnc(C)n2N)cc1S(=O)(=O)N1CCCCC1
45) CCCCNC(=O)c1cc2c(=O)n(CC)c3ccccc3c2s1
46) Cc1ccc(-c2nnn(CC(=O)N(c3cccc(O)c3)C(C(=O)NC(C)(C)C)c3cccs3)n2)o1 (configuration not stated)
47) COCCCNC1=C(Cl)C(=O)c2ccccc2C1=O
48) Cn1c(-c2ccc(C(=O)c3ccccc3)s2)nc2ccccc21
screen / no.	41	42	43	44	45	46	47	48
mIAP activ	1.1	1	0.96	1	1	0.96	0.88	0.98
HKDC1 inh	-2	0	-2	-3	2	-6	-4	-2
hIAP activ	1.3	0.88	0.93	1	1.1	0.96	0.83	1.4
PfGluPho inh	1	-10	15	-3	14	2	-172	13
mIAP block	-5	0	4	0	-3	4	12	2
ATG4B inh	4	-5	-12	9	5	-16	-6	3
APOBEC3A inh	-6	2	4	-1	-4	2	-4	-9
hIAP block	-30	12	7	-5	-7	4	17	-44

49) CCOc1ccc(C(c2nnnn2C(C)(C)C)N2CCN(C(=O)c3ccco3)CC2)cc1 (configuration not stated)
50) O=C1N[C@@H](Cc2cn(S(=O)(=O)c3c(F)c(F)c(F)c(F)c3F)c3ccccc23)C(=O)N[C@H]1Cc1ccccc1
51) CCCCc1ccc(NC(=O)CN(C)CC(=O)Nc2ccccc2Cl)cc1
52) Cc1cccc(OCc2n[nH]c(=S)n2C2CCCCC2)c1
53) O=C1C(Cl)=C(N2CCCCC2)C(=O)N1c1ccccc1
54) CC(C)C(NC(=O)c1ccccc1)C(=O)N/N=C\c1ccco1 (configuration not stated)
55) COc1cccc(-c2c(NC(=O)c3ccco3)n(-c3ccc(C)cc3)nc(C)c2=O)c1
56) Brc1ccccc1C1=Nn2c(nnc2-c2ccco2)SC1
screen / no.	49	50	51	52	53	54	55	56
mIAP activ	0.97	0.99	1.1	0.96	1	1.1	1	0.91
HKDC1 inh	-6	·	-3	1	0	-8	-6	0
hIAP activ	1	0.88	1.4	1.2	1.1	1.1	1.1	1.1
PfGluPho inh	-14	·	21	17	4	6	-14	7
mIAP block	3	1	-14	4	-4	-14	-1	9
ATG4B inh	0	·	-6	-14	2	-6	3	0
APOBEC3A inh	-3	-2	-4	-4	2	-2	-2	-6
hIAP block	-4	12	-35	-20	-8	-10	-10	-10

From entry 55 to 56, as listed above:
55) COc1cccc(-c2c(NC(=O)c3ccco3)n(-c3ccc(C)cc3)nc(C)c2=O)c1
56) Brc1ccccc1C1=Nn2c(nnc2-c2ccco2)SC1
screen / no.	55	56
mIAP activ	1	0.91
HKDC1 inh	-6	0
hIAP activ	1.1	1.1
PfGluPho inh	-14	7
mIAP block	-1	9
ATG4B inh	3	0
APOBEC3A inh	-2	-6
hIAP block	-10	-10

(more compounds)
57) COc1ccc(-c2cc(C(=O)N3CCCC3)c3ccccc3n2)cc1OC
58) COc1ccc(OC)c(NC(=O)CN(C)CCOc2ccc(Br)cc2)c1
59) Cc1oc2c(c1C(=O)NCCO)CCCC2
60) CCN(C(=O)CSc1nnc(-c2c[nH]c3ccccc23)n1C1CC1)C1CCS(=O)(=O)C1 (configuration not stated)
61) CCc1ccc(C2CC(=O)NC(SCC(=O)OC(C)C)=C2C#N)cc1 (configuration not stated)
62) O=C(CC1NCCc2ccccc21)Nc1cccc(Cl)c1 (configuration not stated)
63) Cc1ccc(-n2cc(CNCCN3CCOC3=O)c(-c3cccc(C)c3)n2)cc1
64) O=C1CCN(S(=O)(=O)c2ccc(Br)cc2)CCN1
screen / no.	57	58	59	60	61	62	63	64
mIAP activ	0.91	1	0.9	0.99	1.1	1.1	1	1
HKDC1 inh	-2	-2	-9	-1	6	8	-9	-5
hIAP activ	1.2	1.1	1	0.99	0.82	1.3	1.1	1
PfGluPho inh	12	5	2	13	-21	1	-6	7
mIAP block	9	-4	10	1	-11	-10	0	-5
ATG4B inh	-10	-2	-3	-25	-5	1	18	9
APOBEC3A inh	-3	1	-3	13	-4	-3	-5	2
hIAP block	-25	-11	-2	1	18	-25	-5	0
